Tau ThT inhib: qHTS for Inhibitors of Tau Fibril Formation, Thioflavin T Binding; Potency, µM (highest dose often 57.4 µM), for the others: at the highest dose activity, negative = inhibition, most hits filed as inhibitors; Microtubule-associated protein tau (Homo sapiens), P10636; recombinant tau K18 P301L, heparin-induced fibrillization, ThT fluorescence; 270,000 compounds, 2.1% hits; also: nearly all actives have a fitted effect of over 55% in size
Target sequence (P10636 561-689 P618L limits assumed): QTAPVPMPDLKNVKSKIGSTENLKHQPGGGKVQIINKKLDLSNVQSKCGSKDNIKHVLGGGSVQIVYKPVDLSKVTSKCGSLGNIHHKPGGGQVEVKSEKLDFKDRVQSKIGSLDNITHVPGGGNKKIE
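Recombinant human tau K18 fragment […] carrying P301L, 15 uM unlabeled plus 0.24 uM Alexa 594-labeled, was fibrillized with 20 uM heparin in 100 mM sodium acetate pH 7 for 6 hr at 37 C; 30 uM ThT fluorescence read after 1 hr.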
Tau fibril FP: qHTS for Inhibitors of Tau Fibril Formation, Fluorescence Polarization; Microtubule-associated protein tau (Homo sapiens), P10636; 280,000 compounds, 0.39% hits; Potency, µM (doses to about 57.7 µM), inactives show at the highest dose activity, negative = inhibition, hits mostly inhibitors; AID 1468, 2008; K18 P301L tau heparin fibrillization, Alexa594 FP, 6 h; also: nearly all actives have a fitted effect of over 55% in size
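FP of Alexa 594-tau after heparin (20 uM) induction. Substrate: human K18 P301L, 15 uM unlabeled, 0.24 uM labeled. Buffer 100 mM sodium acetate pH 7. 6 hr, 37 C.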
TexasRed fluor: Total Fluorescence Counterscreen for Inhibitors of the Interaction of Thyroid Hormone Receptor and Steroid Receptor Coregulator 2; TRb/SRC2 Texas Red total fluorescence interference; 280,000 compounds, 0.29% hits; Potency, µM (top dose mostly 106 µM), without a hit: at the top dose fluorescence change, negative = quenching; AID 1479, 2009; active = well fitted curve in either direction with a large enough effect; inconclusive = small, poorly fitted or top-dose-only effect
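Human TRb ligand-binding domain at 0.6 uM with 20 nM Texas Red SRC2 peptide in Tris buffer containing 1 uM T3 and 5% DMSO, incubated with compound 5 h at ambient temperature. Total fluorescence (555/632 nm) calculated as parallel + 2 × perpendicular.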
ALDH1A1 block: qHTS Assay for Inhibitors of Aldehyde Dehydrogenase 1 (ALDH1A1) | Aldehyde dehydrogenase 1A1 (Homo sapiens), P00352 | Purified ALDH1A1, NADH fluorescence, propionaldehyde substrate | Potency, µM (top dose mostly 75.3 µM), for the others: at the highest dose activity, negative = inhibition, hits mostly inhibitors | 220,000 compounds, 7.3% hits | AID 1030, 2008; active = well fitted inhibition curve with a large enough effect, not every such curve was filed as active; inconclusive = small, poorly fitted or top-dose-only effect, or another doubt; inactive = no such curve, though single readings can be large or run the other way;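 also: plate controls were no enzyme wells and a reference inhibitor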
Target sequence (P00352 whole entry, looked up): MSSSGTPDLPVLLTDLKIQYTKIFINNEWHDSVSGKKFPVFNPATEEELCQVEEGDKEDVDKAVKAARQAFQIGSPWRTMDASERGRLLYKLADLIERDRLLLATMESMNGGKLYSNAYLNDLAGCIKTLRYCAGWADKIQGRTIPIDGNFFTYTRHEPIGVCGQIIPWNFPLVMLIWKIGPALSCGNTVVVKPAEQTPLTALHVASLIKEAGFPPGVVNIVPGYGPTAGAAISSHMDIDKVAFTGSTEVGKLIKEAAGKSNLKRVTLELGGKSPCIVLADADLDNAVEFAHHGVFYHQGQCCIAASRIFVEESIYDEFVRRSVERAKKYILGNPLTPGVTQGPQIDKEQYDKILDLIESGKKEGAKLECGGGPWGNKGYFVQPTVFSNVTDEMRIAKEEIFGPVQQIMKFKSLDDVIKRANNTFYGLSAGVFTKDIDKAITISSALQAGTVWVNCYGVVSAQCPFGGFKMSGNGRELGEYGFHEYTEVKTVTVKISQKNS
Tau fluor cs: Counterscreen qHTS for Inhibitors of Tau Fibril Formation, Fluorescence Polarization; tau K18 P301L (four-repeat tau fragment) Alexa594 fluorescence, heparin fibrillization; Potency, µM (highest dose often 57.7 µM), inactives show at the highest dose activity change, negative = decrease; AID 1463, 2008; 280,000 compounds, 0.93% hits; also: nearly all actives have a fitted effect of over 55% in size
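Human K18 P301L tau (15 uM unlabeled plus 0.24 uM Alexa 594-labeled, final) in 100 mM sodium acetate pH 7 was mixed with compound and 20 uM heparin and incubated 6 hr at 37 C.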
aGal spleen mod: qHTS Assay for Inhibitors and Activators of Human alpha-Galactosidase From Spleen Homogenate. Alpha-galactosidase A (Homo sapiens), P06280. human spleen homogenate, 4MU-alpha-Gal fluorescence, 40 min. Potency, µM (top dose mostly 80 µM), without a hit: at the highest dose activity change, negative = inhibition, actives largely listed as inhibitors. 240,000 compounds, 0.008% hits;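 also: 0% = enzyme with vehicle and -100% = no enzyme basal signal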
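Human spleen homogenate (1 ug) as enzyme source, 4-methylumbelliferyl-alpha-D-galactopyranoside 1 mM final, citrate/phosphate pH 5.0 with 0.01% Tween-20. Compounds 40 min at 37C, NaOH/glycine stop; fluorescence Ex 365/Em 440, Hill-fit AC50.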
TRb-SRC2 inh: qHTS for Inhibitors of the Interaction of Thyroid Hormone Receptor and Steroid Receptor Coregulator 2. Potency, µM (titrated, usually from 106 µM), inactives show at the highest dose activity change, negative = inhibition, actives largely listed as inhibitors. TRbeta-SRC2 peptide binding, fluorescence polarization; receptor liganded with 1 µM T3. AID 1469, 2008. 280,000 compounds, 0.065% hits. Thyroid hormone receptor beta (Homo sapiens), P10828;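 also: plate controls were bound peptide for no effect and peptide without receptor for full effect; nearly all actives have a fitted effect of over 50% in size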
Target sequence (P10828 whole entry, looked up): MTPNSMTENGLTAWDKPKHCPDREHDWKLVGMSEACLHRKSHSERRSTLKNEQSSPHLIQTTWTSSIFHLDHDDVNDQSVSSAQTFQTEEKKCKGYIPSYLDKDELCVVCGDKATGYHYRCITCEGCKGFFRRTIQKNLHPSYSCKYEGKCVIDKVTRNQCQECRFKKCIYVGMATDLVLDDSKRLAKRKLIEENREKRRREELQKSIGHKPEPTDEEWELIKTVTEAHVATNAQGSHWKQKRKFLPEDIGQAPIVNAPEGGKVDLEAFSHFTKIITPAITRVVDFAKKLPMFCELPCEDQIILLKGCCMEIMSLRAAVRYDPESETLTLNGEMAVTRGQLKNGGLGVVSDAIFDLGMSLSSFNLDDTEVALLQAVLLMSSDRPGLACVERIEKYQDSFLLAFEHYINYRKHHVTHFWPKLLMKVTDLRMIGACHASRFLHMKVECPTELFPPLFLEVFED
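Compounds were added to 0.6 uM TRb ligand-binding domain and 20 nM Texas Red-labeled SRC2 peptide in Tris buffer containing 1 uM T3, incubated 5 hr at ambient temperature, then read by fluorescence polarization.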
L3MBTL1 block: qHTS Assay for the Inhibitors of L3MBTL1. Lethal(3)malignant brain tumor-like protein 1 (Homo sapiens), Q9Y468. AlphaScreen L3MBTL1–H3K9me1 peptide binding. Potency, µM (series often up to 57.1 µM), for inactives: at the top dose activity, negative = inhibition, actives largely listed as inhibitors. 230,000 compounds, 0.66% hits; also: nearly all actives have a fitted effect of over 60% in size
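L3MBTL1 (50 nM) pre-complexed 30 min with biotinylated H3(1-15)K9me1 peptide (75 nM), then compounds added for 30 min at room temperature; AlphaScreen streptavidin donor/nickel chelate acceptor beads (10 ug/mL final) read after 30 min dark incubation.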
* hit, by the source's call; ? = inconclusive; . = not tested or not shown; [ ] = remark or other dose. Unless noted, calls follow the shape of the dose curve; as a rule, active = well fitted curve in the direction sought with a large enough effect; inconclusive = small, poorly fitted or top-dose-only effect, or another doubt; inactive = no such curve, though single readings can be large; an effect the other way counts as inactive or inconclusive. Unless noted, % is scaled to controls: 0 for no effect and ±100 for the full control effect; potency is read from the fitted curve at half-maximal effect.

nr	SMILES	TexasRed fluor	TRb-SRC2 inh	Tau fluor cs	Tau fibril FP	ALDH1A1 block	aGal spleen mod	L3MBTL1 block	Tau ThT inhib
1	O=C(/C=C/c1ccc([N+](=O)[O-])cc1)N1CCN(S(=O)(=O)c2cccs2)CC1	1%	2%	-25%	6%	17%	-15%	5%	-14%
2	COc1ccc(C(=O)c2sc3nc(C)cc(-c4cccs4)c3c2N)cc1OC	0%	0%	-18%	2%	6%	0%	81%[activator]	?
3	Cc1ccsc1C(=O)c1sccc1C	7%	8%	-1%	4%	-1%	2%	12%	-5%
4	CCc1cc(=O)oc2cc(OCC(=O)N(CC)CC)c(Cl)cc12	-3%	3%	-3%	7%	?	-1%	.	-7%
5	O=C(CN1C(=O)C2C3C=CC(C3)C2C1=O)NC1CCCc2ccccc21 (stereo not given)	-2%	-18%	3%	-1%	?	-3%	-1%	4%
6	Cc1nn(C)c(C)c1S(=O)(=O)N(CC(=O)Nc1ccccn1)c1ccc(C(C)C)cc1	-4%	2%	-9%	10%	5%	2%	29%	-3%
7	O=C(Nn1c(-c2ccc(F)cc2)nc2ccccc2c1=O)c1cccnc1	0%	-6%	-4%	2%	3%	-12%	.	-5%
8	COC(=O)c1c(NC(=O)Cn2nc(C(F)F)cc2C(F)F)sc(C)c1C	1%[53 µM]	-14%[53 µM]	-11%	7%	11µM*	3%	2%	5%
9	COc1cc(CO)ccc1Oc1nnnn1-c1ccc(C(N)=O)cc1	0%	-2%	-8%	-2%	?	0%	.	-13%
10	Cc1ccc2c(=O)c(C(=O)c3ccc(F)cc3)cn(CC(=O)Nc3ccc4c(c3)OCCO4)c2n1	-2%	5%	-24%	-5%	.	.	.	-17%
11	COc1ccc(C(=O)/C=C/c2ccccc2F)c(OC(=O)c2ccc([N+](=O)[O-])cc2)c1	-2%	0%	?	11%	?	6%	-7%	?
12	COc1c(C)cc(C(=O)C2CCCN(C(=O)c3cc4nc(C)cc(C)n4n3)C2)cc1C (stereo not given)	-2%	-11%	0%	9%	4%	2%	2%	-3%
13	C=CCN(c1ccccc1)S(=O)(=O)c1c(C)[nH]c(=O)[nH]c1=O	0%	-5%	-4%	-6%	6%	-1%	.	-2%
14	C=CCn1c(SCC(=O)Nc2nnc(CC)s2)nnc1-c1ccco1	-2%	2%	3%	0%	9%	6%	.	0%
15	O=C(NC1CCCc2ccccc21)c1cccnc1 (stereo not given)	1%	11%	-3%	-2%	?	2%	1%	-3%
16	Cc1oc2c(c1C(=O)Nc1ccc(C(=O)O)cc1)CCCC2	1%	-15%	-1%	1%	9%	11%	.	-11%
17	CCc1nn2c(=O)cc(COC(=O)C(CC)c3ccccc3)nc2s1 (stereo not given)	-1%	-7%	0%	1%	.	.	.	-4%
18	Cc1ccc(OCc2n[nH]c(=S)n2-c2ccccc2)cc1	0%	-1%	-5%	-1%	-17%	-5%	0%	-6%
19	O=C(COC(=O)c1ccccc1O)Nc1cccc(S(=O)(=O)NC2=NCCCCC2)c1	1%	-9%	-17%	-2%	.	10%	-19%	8%
20	COc1ccccc1CNC(=O)C(Cc1ccccc1)NS(=O)(=O)c1ccc2c(c1)oc(=O)n2C (stereo not given)	1%	5%	-19%	1%	.	.	.	-4%
21	COc1ccccc1NC(=O)Cn1nnc(-c2ccccc2NC(=O)c2cnccn2)n1	-3%	-8%	-7%	-7%	-1%	-1%	10%	0%
22	CCOC(=O)NC(=O)c1cn(Nc2ccccc2C(F)(F)F)c(=O)[nH]c1=O	-8%	0%	11%	-2%	.	8%	.	.
23	Cc1ccc2cc(C(c3nnnn3C(C)(C)C)N3CCCCCC3)c(=O)[nH]c2c1 (stereo not given)	-6%	-3%	-18%	?	?	6%	0%	?
24	COc1ccc(CNS(=O)(=O)c2ccc(F)c(C(=O)Nc3ccccc3OC)c2)cc1	-1%	6%	-29%	?	?	-3%	.	-12%
25	O=C(CSc1ncn[nH]1)Nc1nc(-c2ccccc2)cs1	-7%	-8%	-4%	8%	-13%	11%	.	7%
26	Clc1ccc(-c2c(C3=NCCCN3)nnn2-c2ccc(Cl)cc2)cc1	2%	1%	-6%	-3%	10%	-1%	2%	1%
27	O=C(C(Cc1ccc(Cl)cc1)NS(=O)(=O)c1ccccc1)N1CC[C@@]2(O)CCCC[C@H]2C1 (stereo not given in full)	2%	-1%	-5%	7%	?	5%	-4%	-14%
28	O=C(NCc1ccco1)c1cccn2c(=O)c3c4c(sc3nc12)CCCC4	-4%[53 µM]	-15%[53 µM]	-9%	-6%	?	-9%	6%	?
29	COc1cccc2cc(C(=O)NCCc3c[nH]c4ccccc34)c(=O)oc12	-8%	10%	?	6%	-3%	3%	-24%	?
30	Cc1ccc(C(C(=O)NCc2ccco2)N(C(=O)CNC(=O)c2cccs2)c2c(C)cccc2C)cc1 (stereo not given)	-2%	8%	1%	-2%	11%	-22%	-24%	6%

Among those listed so far, these have a nitro group on carbon.
nr	SMILES	TexasRed fluor	TRb-SRC2 inh	Tau fluor cs	Tau fibril FP	ALDH1A1 block	aGal spleen mod	L3MBTL1 block	Tau ThT inhib
1	O=C(/C=C/c1ccc([N+](=O)[O-])cc1)N1CCN(S(=O)(=O)c2cccs2)CC1	1%	2%	-25%	6%	17%	-15%	5%	-14%
11	COc1ccc(C(=O)/C=C/c2ccccc2F)c(OC(=O)c2ccc([N+](=O)[O-])cc2)c1	-2%	0%	?	11%	?	6%	-7%	?

(further entries)
nr	SMILES	TexasRed fluor	TRb-SRC2 inh	Tau fluor cs	Tau fibril FP	ALDH1A1 block	aGal spleen mod	L3MBTL1 block	Tau ThT inhib
31	CS(=O)(=O)NCCOc1ccc(S(=O)(=O)N2CCCc3ccccc32)cc1	-8%	-2%	-17%	-7%	10%	-3%	0%	-4%
32	Cc1cc(Nc2cccc(Cl)c2)nc2ccc(NC(=O)c3ccc(F)cc3Cl)cc12	-3%	8%	4.5µM*[quencher]	?	.	.	.	?
33	Cc1cccc(C)c1NC(=O)NC1(C(=O)N2CCOCC2)CCCCC1	-1%	5%	-1%	2%	8%	-26%	.	-2%
34	O=C(O)c1cccc(CN2C(=O)SC(Nc3ccccc3)C2=O)c1 (stereo not given)	-4%	1%	-3%	-10%	7.1µM*	-1%	-2%	?
35	Cc1sc2nc(SCc3ccccc3)n(Cc3ccco3)c(=O)c2c1C	3%	-8%	-9%	-4%	1%	2%	5%	-13%
36	COc1ccc(C2=C(C)CC(C)(C)NC2=O)cc1OC	-5%	2%	-3%	0%	11%	3%	0%	-10%
37	CCCCN(CCCC)c1cc(C)nc(-c2ccccc2O)n1	2%	-2%	-8%	-2%	1%	6%	10%	-13%
38	Fc1ccccc1CNC(=S)Nc1cccc(C(F)(F)F)c1	-1%	6%	-29%	?	-9%	0%	11%	2%
39	Cc1c(C=O)c(=O)n(-c2ccccc2)n1C	-1%	3%	-6%	1%	2%	9%	.	-8%
40	Cc1ccc(NC(=O)CCN2CCN(CCO)CC2)cc1C	4%	7%	1%	4%	.	.	.	1%
41	CCOc1cc(/C=N/NC(=O)CSc2nncn2C)ccc1OCc1ccccc1	-2%	-1%	-3%	-5%	-6%	10%	0%	-12%
42	O=C(CCN1CCOCC1)N/N=C/c1cc(Br)cc(Br)c1O	-1%	-6%	-18%	-1%	-1%	-7%	-15%	?
43	Clc1ccc(-c2nc(-c3ccccn3)no2)cc1Cl	-11%	-5%	-19%	-1%	-3%	8%	29%	?
44	CC(=O)c1ccc(NC(=O)CCSCCC(=O)Nc2ccc(C(C)=O)cc2)cc1	-1%	-2%	-15%	-10%	40µM*	6%	.	?
45	CCCCC1=CC2=CC(=O)C(C)(O)C(=O)C2=CO1 (stereo not given)	-1%	5%	-4%	2%	14%	1%	.	3%
46	COc1ccc(/C=N/NC(=O)c2cc(C34CC5CC(CC(C5)C3)C4)[nH]n2)cc1OC	0%	2%	-30%	-9%	-6%	1%	13%	?
47	CCN1CCN(C(=O)c2ccc3c(c2)N(Cc2ccccc2F)C(=O)c2ccccc2S3(=O)=O)CC1	-5%	-5%	-15%	-11%	.	.	.	1%
48	Cc1ccc(NC(=O)c2c(NC(=O)C(F)(F)F)sc3c2CCCCC3)cc1	-10%	0%	?	10%	.	.	.	14µM*
49	CCN(CC)S(=O)(=O)c1ccc2c(c1)N(CC(=O)Nc1cccnc1Cl)C(=O)CO2	-2%	4%	-2%	0%	-9%	1%	.	-1%
50	Cc1ccc(CCNC(=O)CS(=O)Cc2nc(-c3cccc(C)c3)oc2C)cc1 (stereo not given)	-1%	1%	-14%	9%	?	-4%	.	?
51	Cc1ccc(N/C=C(/C#N)c2ccsc2)cc1	-2%	5%	?	10%	?	1%	.	?
52	CCCN(Cc1cc2ccccc2[nH]c1=O)C(=O)c1cccc([N+](=O)[O-])c1	-1%	0%	-12%	4%	.	-5%	-2%	-7%
53	Cn1cnnc1SCC(=O)Nc1sc2c(c1C#N)CCCCC2	1%	8%	-6%	4%	7.1µM*	1%	-6%	-11%
54	CCCC/C(C)=N/NC(=O)Nc1ccccc1	0%	4%	3%	1%	15%	-1%	3%	4%
55	Cc1ccc(CSCC(Nc2ccc(C(=O)O)cc2[N+](=O)[O-])C(=O)O)cc1 (stereo not given)	-1%	-1%	-8%	-3%	?	6%	.	-21%
56	Cc1nc(CS(=O)c2ccccc2)cc(N2CCOCC2)n1 (stereo not given)	1%	-3%	-1%	11%	2%	6%	6%	2%
57	CCc1ccccc1NC(=S)N(Cc1ccc(OC)cc1)CC1CCC(C(=O)O)CC1 (stereo not given)	0%	0%	-20%	0%	-7%	-1%	.	-17%

Source: PubChem BioAssay
